# PG9 Ab binder – PG9 antibody binding by small molecule. TR-FRET gp120-PG9 antibody binding. inhibition, % at 6.7 µM. 360,000 tested, 0.43% active. AID 624416; in the data active = inhibition above about 8.5%
# FXN GAA850 act – frataxin GAA850 promoter activation | HEK293 lucGAA850 FXN promoter luciferase reporter, 24 h; percent of 10 µM SAHA response | activation, % at 6 µM | 360,000 tested, 0.56% active | AID 540364;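 active = activation above the average of all compounds screened plus 3 SD, cutoff fixed separately per campaign, cut at about 7.5% in these data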;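 note: 0% = DMSO wells and 100% = 10 µM SAHA wells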
# hgDAF-12 ag – hgDAF-12 agonism, primary luciferase screen | activation, % at 6.8 µM | AID 687014 | 370,000 tested, 1.8% active | HEK293 GAL4-hgDAF12 UAS-luciferase reporter, agonist luminescence; normalized to butyrate control;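 active = activation above a cutoff set at the mean of all screened compounds plus 3 SD, cut at about 10% in these data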;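 note: 0% = DMSO wells and 100% = sodium butyrate wells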
# SMARCA2 act – activators of SMARCA2 function; MG213 cells, MMTV-luciferase reporter, dexamethasone, overnight; activation, % at 9.1 µM; 370,000 tested, 1% active; in the data active = activation above about 7.8%;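 note: 0% = vehicle wells and 100% = reference activator wells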
# DAX1 inh-1 – NR0B1 (DAX1) inhibition | P51843 | HEK293 Gal4-DAX1 luciferase reporter, luminescence | inhibition, % at 6.75 µM | 340,000 tested, 0.99% active | AID 504766;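 active = inhibition above the mean over all tested compounds plus 3 SD, cut at about 4.2% in these data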;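 note: 0% = DAX1-transfected cells with DMSO and 100% = empty-vector control cells with DMSO; inhibition shows as a rise in luminescence from relieved DAX1 repression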
# Target sequence (P51843 207-470 limits assumed): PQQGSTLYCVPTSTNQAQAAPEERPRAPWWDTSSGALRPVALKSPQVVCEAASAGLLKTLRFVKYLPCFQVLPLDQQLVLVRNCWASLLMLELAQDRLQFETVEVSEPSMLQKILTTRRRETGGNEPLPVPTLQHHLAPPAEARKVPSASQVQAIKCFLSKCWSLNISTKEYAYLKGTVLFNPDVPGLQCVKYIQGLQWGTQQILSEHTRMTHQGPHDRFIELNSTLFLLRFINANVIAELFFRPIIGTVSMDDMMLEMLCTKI
# hcDAF12 agonist – H. contortus DAF-12 activation, primary screen; HEK293 hcDAF-12 lit1-tk-luc reporter, luminescence; 0% DMSO, 100% Δ7-dafachronic acid; activation, % at 6.8 µM; 370,000 tested, 1.4% active;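 active = activation above the mean of all tested compounds plus 3 SD, cut at about 5.5% in these data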;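 note: 100% = response to 3 µM Δ7-dafachronic acid high control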
# NR1D1 modulator – Rev-erb alpha (human) modulation. Rev-erbα–FITC-DNA binding, fluorescence polarization, 90 min. activity, % at 10 µM. 370,000 tested, 0.79% active. AID 1259318;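 active = activity above about 14%, limit read from the data; passing the limit was not always enough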;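 note: 0% = DMSO wells with 35 nM protein and 100% = DMSO wells with 750 nM protein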
# Target sequence (P20393 whole entry, looked up): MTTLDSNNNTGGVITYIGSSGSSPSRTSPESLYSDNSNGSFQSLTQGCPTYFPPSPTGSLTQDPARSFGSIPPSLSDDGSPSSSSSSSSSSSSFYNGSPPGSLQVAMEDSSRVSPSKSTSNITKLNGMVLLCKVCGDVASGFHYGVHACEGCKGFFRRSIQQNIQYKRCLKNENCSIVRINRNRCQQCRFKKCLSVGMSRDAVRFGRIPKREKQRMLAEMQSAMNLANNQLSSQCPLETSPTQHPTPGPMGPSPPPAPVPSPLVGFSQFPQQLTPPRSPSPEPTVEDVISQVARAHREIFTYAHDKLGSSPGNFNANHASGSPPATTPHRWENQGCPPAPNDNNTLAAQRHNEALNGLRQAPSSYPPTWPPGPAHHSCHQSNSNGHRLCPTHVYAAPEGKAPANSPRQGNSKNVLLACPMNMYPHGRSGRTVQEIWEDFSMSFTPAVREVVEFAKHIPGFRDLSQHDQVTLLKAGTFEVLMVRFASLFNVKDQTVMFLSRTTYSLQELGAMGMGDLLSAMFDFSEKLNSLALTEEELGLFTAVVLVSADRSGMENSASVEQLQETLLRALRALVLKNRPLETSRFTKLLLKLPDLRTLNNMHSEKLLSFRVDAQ
# ssDAF12 agonist – S. stercoralis DAF-12 activation, primary screen. HEK293 ssDAF-12/GRIP1 lit1-tk-luc reporter, luminescence; % of 3 µM dafachronic acid response. activation, % at 6.8 µM. 370,000 tested, 1% active;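 active = activation above the mean over all tested compounds plus 3 SD, cut at about 0.9% in these data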;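 note: 0% = DMSO-only wells and 100% = 3 µM delta7-dafachronic acid wells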
# PLCb3 inh – inhibitors of human phospholipase C beta3; 370,000 tested, 0.18% active; inhibition, % at 12.2 µM; Q01970; Purified PLC-beta3, fluorogenic substrate, fluorescence; in the data active = inhibition above about 11%;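 note: 0% = median of compound wells on plate and 100% = full blocker control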
# DAX1 inh-2 – inhibitors of DAX1 repression of SF-1 activated StAR promoter | 370,000 tested, 1.1% active | inhibition, % at 6.8 µM | AID 652010 | HEK293T StAR-luciferase reporter, SF-1/DAX-1 repression relief;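 active = inhibition above the mean over all tested compounds plus 3 SD, cut at about 3.6% in these data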;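 note: 0% = DAX-1 cells with DMSO and 100% = cells lacking DAX-1 with DMSO; higher inhibition means more luminescence from relief of DAX-1 repression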
# HGIII-sPLA2 inh – Inhibits HGIII-sPLA2 liposome hydrolysis, primary screen; Q9NZ20; QFRET BODIPY PC-A2 liposome hydrolysis, fluorescence; inhibition, % at 12.2 µM; 370,000 tested, 0.56% active; AID 743126;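 active = inhibition above mean plus 3 SD of compounds lying within the high and low control bounds, cut at about 19% in these data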;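 note: 0% = median of test compound wells and 100% = no enzyme DMSO wells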
# * marks the source's active call; other numbers are inactive results; x = not tested or not shown.
SMILES,PG9 Ab binder,FXN GAA850 act,hgDAF-12 ag,SMARCA2 act,DAX1 inh-1,hcDAF12 agonist,NR1D1 modulator,ssDAF12 agonist,PLCb3 inh,DAX1 inh-2,HGIII-sPLA2 inh
Cc1nc(N2CCCC2C(=O)O)c2oc3ccccc3c2n1 (configuration not stated),0.5,0.8,-3.4,-1,0.6,-0.4,5,-1.2,3,0.8,12
COCCn1c(=O)[nH]c2cc(C(=O)N3CCN(c4cccc(Cl)c4)CC3)ccc2c1=O,-1.4,-0.1,-1.2,-2,0.3,-0.8,3,-1.1,-9,-0.1,5
O=C(c1cc(-c2cccs2)on1)N1CCN(c2ccc(F)cc2)CC1,-2.3,0.7,0.1,1,-0.1,-1.4,3,-1.0,0,-0.3,-1
CC(C)(C)[C@H](N)C(=O)N[C@H]1CCC2C3CC=C4C[C@@H](O)CC[C@]4(C)C3CC[C@@]21C (some centres not stated),-0.8,0.4,-1.9,-3,1.9,0.0,1,-1.2,4,0.6,5
NCC1OC(n2cnc3c(N)ncnc32)CC1O (configuration not stated),-1.2,-0.9,2.9,0,0.9,0.3,-5,-1.2,2,0.1,3
COc1ccccc1NC(=O)c1sc2ncn(Cc3cccc(C)c3)c(=O)c2c1C,5.7,-1.5,-1.3,-3,0.2,0.9,55*,-1.6,-7,0.8,4
NS(=O)(=O)c1cccc(NC(=S)NC(=O)C23CC4CC(CC(C4)C2)C3)c1,-0.1,2.8,-1.3,-4,-0.3,-0.4,-2,-1.8,-3,-0.8,5
COCCn1c(SCC(=O)Nc2nc3ccccc3s2)nnc1-c1ccoc1C,1.9,-0.8,-1.5,-3,1.2,-1.1,-3,-0.7,4,-0.5,-9
CCc1noc(C)c1C(=O)Nc1cc(S(=O)(=O)N2CCCCC2)ccc1N(C)C,-1.4,2.7,3.1,-2,0.0,-1.6,5,-0.9,-7,-1.4,3
CC(=O)OC12CCCN(C1)/C(=C/c1cccnc1)C2 (configuration not stated),x,x,-2.8,-3,x,0.2,1,-0.7,0,-0.9,2
N/C(CCS(=O)(=O)c1ccc(Cl)cc1)=N\OC(=O)c1ccc(Cl)cc1,1.1,1.5,1.3,4,-0.2,2.1,-2,-1.7,-5,0.7,2
CC1=NN(c2ccccc2)C(=O)C1=C(C)C,-4.8,-1.2,0.5,0,2.0,2.9,5,-1.0,-2,-0.6,-12
Cc1cc(C(=O)Nc2ccc(C)c(S(=O)(=O)N3CCOCC3)c2)c(C)o1,0.3,0.2,-0.1,-3,-0.7,-1.4,-6,-1.8,-6,-1.3,1
COC(=O)C1=C(C)N(C)C(C)=C(C(=O)OC)C1c1ccncc1,0.4,1.9,0.9,-2,-0.6,-0.2,4,-1.0,-5,0.9,2
COc1ccc(NC(=O)c2cccc3c(Br)cccc23)cc1,-0.6,0.0,2.0,-2,-1.6,0.7,-2,-0.2,-9,-0.1,0
CSc1c2c(nc3ncnn13)CCC2,-0.1,-2.4,1.5,5,-0.6,2.1,-5,-1.2,2,-0.1,8
CCCCCCCCSc1nnc(/N=C/N(C)C)s1,1.3,0.9,-1.8,-5,0.6,-1.6,-4,-1.4,-3,0.5,-1
O=c1cc(O)nc(SCc2ccccc2Cl)[nH]1,0.8,2.6,0.9,0,0.5,-1.1,-1,-1.3,0,1.4,6
CCn1c(SCC(=O)N2CCN(c3cccc(Cl)c3)CC2)nc2ccccc2c1=O,0.6,-1.4,-0.1,-3,0.5,-0.6,-5,-1.1,-2,0.9,-1
Cc1cc(NC(=O)Cn2cnc3sccc3c2=O)no1,0.1,2.5,2.0,-2,-0.7,1.1,-1,-1.0,-2,1.3,16
CC(C)NC(=O)N(C)C[C@H]1OCc2cnnn2CCCC(=O)N([C@H](C)CO)C[C@@H]1C,-3.3,2.1,2.0,-3,0.5,-1.8,-11,-1.3,0,-1.4,14
CC(=O)c1ccc(S(=O)(=O)N(Cc2cc3cc4c(cc3[nH]c2=O)OCCO4)CC2CCCO2)cc1 (configuration not stated),-0.5,4.6,7.4,5,-0.4,2.6,-5,-0.5,-7,2.0,0
COc1ccc(NC(=O)C(=O)NCC2CCCN2S(=O)(=O)c2cc(C)ccc2C)cc1 (configuration not stated),0.6,-3.9,0.1,0,-3.5,-2.5,3,-1.8,-5,-5.2,-7
CC(C)c1cc(C(=O)Nc2cccc(Cl)c2)no1,1.2,3.2,19*,3,0.9,7.8*,-2,0.7,-2,4.6*,3
CCC(C)c1ccc(NC(=S)N2CCN(C(=O)C3CCCO3)CC2)cc1 (configuration not stated),-1.3,0.7,4.2,-2,-0.6,-0.3,-2,-1.2,-3,-0.2,4
COc1cccc(N/C(N)=N/c2nc(C(F)(F)F)cc(C(F)(F)F)n2)c1,1.4,1.5,-3.2,-2,-1.0,-2.9,-5,-1.7,-1,0.8,0
COc1cccc(CNC(=O)c2ccc(S(=O)(=O)N3CCOCC3)cc2)c1,0.0,-0.2,-1.8,-3,0.4,0.1,4,-0.6,-7,-0.9,4
CCOC(=O)C(C)(C)Sc1nc2c(cnn2-c2ccc(F)cc2)c(=O)[nH]1,1.0,0.6,-4.8,-4,1.1,-1.0,-2,-1.1,-11,0.0,-1
O=[N+]([O-])c1ccccc1C(=Nc1ccccc1)c1c(O)cc(O)cc1O,0.9,-2.4,1.1,-4,-1.5,0.7,4,-1.1,0,-0.8,26*
CC(=O)N1CCOc2ccc(S(=O)(=O)NCCc3ccc(C)cc3)cc21,-0.1,-0.3,-1.2,-2,1.1,0.4,-1,-0.4,-8,-0.3,-8
O=[N+]([O-])c1ccc2nc(C3CCCCC3)[nH]c2c1,-2.5,3.5,2.1,5,0.5,0.0,-3,-1.2,-1,0.6,-2
CCOc1ccccc1NC(=S)N(CCN(C)C)C(C)c1ccncc1 (configuration not stated),-1.0,-1.1,-1.2,-4,-0.1,-0.3,3,-1.5,-3,1.4,4
Cc1ccc2nc(-c3cccc(S(=O)(=O)N(C)C)c3)cn2c1,-0.4,0.5,11*,6,0.2,2.4,5,-0.2,-98,1.2,-3
Cn1ncc(Cl)c1C(=O)N1CCCc2ccccc21,1.9,1.2,-0.7,1,-0.1,0.6,-6,-0.3,2,0.0,17
CSc1ccc(CCNC(=O)CCc2nnc3ccc(N4CCCC4)nn23)cc1,0.0,-0.6,-0.5,6,0.2,-2.3,-4,-1.8,0,-0.7,-1
S=C(N=Nc1ccccc1)NNc1ccccc1,-3.2,5.8,12*,10*,3.2,11*,-4,0.1,-6,3.2,9
COc1ccccc1C(=O)N1CCN(C(=O)[C@@H](Cc2ccccc2)NC(=O)[C@H]2O[C@@H](n3ccc(N)nc3=O)[C@H](O)[C@@H]2O)CC1,-1.0,x,3.6,-1,x,-0.5,13,-0.9,2,0.4,0
CN1C(=O)[C@@H]2[C@H](C1=O)[C@@H]1C(=O)Nc3ccccc3C(=O)N1[C@@H]2c1cccc(Br)c1,-1.0,0.2,-1.0,0,-0.4,-1.3,-3,-1.3,-61,-0.3,-4
CCCOc1cccc(C2/C(=C(\O)c3ccc4c(c3)OCCO4)C(=O)C(=O)N2CCCn2ccnc2)c1 (configuration not stated),-0.5,-0.3,0.1,0,0.0,-1.1,4,-0.8,-4,-1.0,-1
CCCCCOc1ccc(C(=O)OCC(=O)Nc2cc(C)on2)cc1,0.1,1.8,0.2,1,-0.4,-0.8,-3,-1.2,2,0.5,3
CC(=O)c1c(C)[nH]c(C(=O)NNC(=O)COc2cc(C)ccc2C(C)C)c1C,-1.6,0.7,-0.1,-1,0.1,-2.2,4,-0.6,-9,-0.5,-2
COc1ccc(Cn2nnnc2CN2CCN(c3ccc(OC)cc3)CC2)cc1,-0.9,3.6,-2.5,-2,0.3,-0.5,-4,-1.0,3,0.0,-1
CCOC(=O)C1CCN(c2cc3c(cc2NC(=O)c2ccccc2OCC)n(C)c(=O)n3C)CC1,-1.0,-8.0,1.6,-1,-0.6,-0.8,-2,-0.9,-30,-0.1,-4
Cc1ccc2[nH]c(C)c(CCNC(=O)c3c(N)no[n+]3[O-])c2c1,-1.2,-1.1,1.8,-1,0.6,-0.4,-6,-1.7,9,-0.5,-2
Cc1ccc(CN2C(=O)C(Cc3ccccc3)Nc3ncnc(N4CCN(c5ccccc5)CC4)c32)cc1 (configuration not stated),0.6,-1.3,1.0,-1,1.0,-2.3,-3,-0.9,-3,-0.4,11
O=C(Cc1ccc(OCc2ccccc2)cc1)NCc1ccc2c(c1)OCO2,-1.9,x,6.5,3,x,1.3,6,-1.0,-3,0.1,18
Cc1ccc(S(=O)(=O)N2CCCC(c3nc(-c4ccc(C)o4)no3)C2)cc1 (configuration not stated),-3.3,0.6,-1.7,-2,-0.3,-1.8,-6,-2.1,-1,-1.2,-2
CC(=O)Nc1cccc(/C(C)=N/NC(=O)c2cccc(S(=O)(=O)N3CCOCC3)c2)c1,0.7,1.7,0.8,-2,0.3,-2.7,-3,-1.0,-9,0.2,0
Fc1ccccc1N1CCN(Cc2nc(-c3ccccc3)no2)CC1,-0.7,-1.1,3.9,-2,0.3,-0.1,-6,-0.6,-2,-0.4,-3
CCC(=O)c1ccc(OCC(=O)NCc2ccccc2CN2CCCC2)cc1,-1.6,1.8,-1.0,-2,0.3,0.9,6,-1.2,-4,2.6,-1
CCc1cc2c(SCc3nc4sc(C(C)=O)c(C)c4c(=O)[nH]3)ncnc2s1,1.6,1.2,1.0,-2,1.8,-0.8,-1,-0.8,-19,0.1,-9
Cc1ccc(NC(=S)NNC(=O)c2ccccc2OC(F)F)cc1,-1.3,-3.8,1.8,-3,0.8,1.6,-3,-0.8,-4,-0.5,26*
CCN(CC)CCC(=O)Nc1ccc2c(c1)N(C(=O)CN(CC)CC)c1ccccc1CC2,-1.1,2.7,-1.2,0,0.4,0.7,-1,-1.1,-55,0.6,-2
COc1ccc(NC(=S)NC(NC(=O)C(C)C)C(Cl)(Cl)Cl)c([N+](=O)[O-])c1 (configuration not stated),-0.7,-1.8,0.1,4,-1.2,-0.9,11,-0.9,1,0.1,11
COc1ccc(CN2CCC(n3nccc3NC(=O)C3CCCC3)CC2)cc1,-3.4,1.7,-1.9,4,0.6,-1.9,-2,-0.5,-4,-1.2,-10
CCOC(=O)c1ccc(N2CSC3=C(C#N)C(c4cccs4)CC(=O)N3C2)cc1 (configuration not stated),0.5,0.5,0.0,-1,0.3,2.2,-4,-0.7,-12,0.7,-4
CC(C)CN1CN2Cc3cc(F)ccc3C2CS1(=O)=O (configuration not stated),x,x,1.1,-2,x,2.5,-1,-0.2,-5,-0.8,4
COc1ccc(CCn2c(C)cc(C(=O)CN3C(=O)C(=O)N(Cc4ccco4)C3=O)c2C)cc1,-0.1,-1.9,-1.7,0,0.2,-1.0,4,-1.4,-3,-0.6,-13
Cc1ccc(NC(=O)C2CCCN(S(=O)(=O)c3cccnc3)C2)cc1C (configuration not stated),-2.3,-0.6,-2.5,1,-0.5,-2.7,0,-0.7,-8,-0.4,-2

# Bioassay records deposited in PubChem by several laboratories.
